Screening results: PubChem, Broad Institute
Cneo AK release: Cryptococcus neoformans lysis via adenylate kinase release. C. neoformans lysis, adenylate kinase release luminescence, 4 h; normalised: neutral wells 0, clomiphene wells 100. lysis activity, % at 15 µM. hit rate 0.2% among 360,000. AID 651654;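 active = mean lysis activity across replicates of at least 80%, whatever share of replicates individually reach that level; inactive = mean lysis activity below 80%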
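Schedule: static 4 h at 37 °C with compound, 1 h detection; system: C. neoformans cells; benchmarks: Clomiphene as positive control; buffer or medium: fresh YPD medium; measure: luminescence rise reflecting yeast cell lysis; measured by: luminescent adenylate kinase detection reagent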
PGC1a acetyl inh: modulators of PGC1a acetylation; U2OS PGC1a acetylation, AlphaScreen anti-acetyl-lysine; with virally co-expressed GCN5 acetyltransferase; inhibition, % at 15.6 µM; hit rate 0.17% among 350,000;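 active = every replicate shows inhibition of at least 40%; inconclusive = mean inhibition at least 40% but some replicate below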;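 also: 0% = neutral control wells and 100% = positive control wells; some results beyond the cut were filed as inactive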
ERAP1 inh: ERAP1 (human) enzyme inhibition | Q9NZ08 | recombinant ERAP1, Leu-AMC fluorescence, 60 min | inhibition, % at 10.7 µM | hit rate 0.15% among 340,000;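 active = mean replicate inhibition of at least 30%, or all replicates individually reaching that 30% level; inactive = mean below 30% and not every replicate reaching it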;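 also: 0% = neutral control wells and 100% = L-leucinethiol positive control wells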
Target sequence (Q9NZ08 whole entry, looked up): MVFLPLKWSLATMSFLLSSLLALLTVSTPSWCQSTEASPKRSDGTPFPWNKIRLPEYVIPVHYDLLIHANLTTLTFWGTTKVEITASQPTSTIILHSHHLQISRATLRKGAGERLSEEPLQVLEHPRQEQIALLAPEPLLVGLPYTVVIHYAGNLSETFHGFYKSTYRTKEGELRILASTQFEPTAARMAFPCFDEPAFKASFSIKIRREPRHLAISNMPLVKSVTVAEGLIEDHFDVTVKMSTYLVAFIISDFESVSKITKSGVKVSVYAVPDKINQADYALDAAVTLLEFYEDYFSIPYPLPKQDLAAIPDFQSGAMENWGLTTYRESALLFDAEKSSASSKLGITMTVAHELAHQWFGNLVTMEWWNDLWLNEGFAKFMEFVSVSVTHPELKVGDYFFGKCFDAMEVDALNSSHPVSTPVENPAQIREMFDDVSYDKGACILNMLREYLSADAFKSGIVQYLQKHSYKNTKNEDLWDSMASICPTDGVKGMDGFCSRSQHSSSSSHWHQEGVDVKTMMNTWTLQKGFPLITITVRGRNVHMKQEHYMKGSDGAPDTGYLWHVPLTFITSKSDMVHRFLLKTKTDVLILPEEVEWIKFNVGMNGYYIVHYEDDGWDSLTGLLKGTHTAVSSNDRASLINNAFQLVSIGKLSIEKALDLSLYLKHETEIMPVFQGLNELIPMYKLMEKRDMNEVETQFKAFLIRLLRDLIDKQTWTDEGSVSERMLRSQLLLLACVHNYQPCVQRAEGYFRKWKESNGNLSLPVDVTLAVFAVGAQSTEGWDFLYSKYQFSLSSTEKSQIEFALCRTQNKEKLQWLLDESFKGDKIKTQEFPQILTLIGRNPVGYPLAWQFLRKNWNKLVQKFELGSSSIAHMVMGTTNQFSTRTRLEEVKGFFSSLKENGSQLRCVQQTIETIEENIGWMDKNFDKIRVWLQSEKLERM
SIRT5 inh: blocks human SIRT5 desuccinylation of peptide; Purified SirT5, succinyl-peptide AMC, trypsin-coupled fluorescence; hit rate 1.1% among 330,000; inhibition, % at 15 µM; Q9NXA8; in the data active = inhibition above about 15%; inconclusive = no clear call, values can overlap the other calls
S100A4 inh HTS: S100A4-myosin IIA interaction inhibition; S100A4/TAMRA-MyoIIA peptide fluorescence polarization; P26447; hit rate 0.14% among 360,000; inhibition, % at 10.7 µM;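 active = mean inhibition of at least 70% across replicates, with every replicate also reaching that level; inconclusive = mean inhibition reaches 70% but some replicates fall short; inactive = mean inhibition below 70%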
Target sequence (P26447 whole entry, looked up): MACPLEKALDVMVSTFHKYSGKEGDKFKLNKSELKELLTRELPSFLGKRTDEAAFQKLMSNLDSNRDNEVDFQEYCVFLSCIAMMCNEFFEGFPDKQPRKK
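Material: human S100A4 monomer with TAMRA-labelled myosin IIA peptide; buffer or medium: HEPES pH 7.2 with CaCl2, KCl, NaCl, DTT, Triton; compound dosing: one concentration per compound; schedule: 5 min incubation before reading; benchmarks: neutral control DMSO, positive control TFP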
LGR2 antag: blocks bursicon-induced cAMP signaling via Drosophila LGR2. HEK293 LGR2, CRE-luciferase, bursicon-stimulated, 4 h. inhibition, % at 9.99 µM. hit rate 0.35% among 380,000;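 active = drop in luminescence signal, shown as inhibition above about 50% in the replicate tests, limit read from the data, passing the limit was not always enough; inconclusive = probably only some replicates passing the limit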;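 also: agonist challenge used bursicon conditioned medium at about half maximal strength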
Statin myotox sup: suppressors of simvastatin-induced myotoxicity in C2C12 myotubes | ATP luminescence, 48 h; scaled: DMSO 0, geranylgeraniol control 100 | hit rate 0.78% among 330,000 | rescue of ATP level, % at 7.49 µM | AID 602340;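 active = mean ATP rescue above about 67%, or every replicate alone reaching that limit, limit read from the data, passing the limit was not always enough; inconclusive = no clear call, values can overlap the other calls; inactive = mean under the limit and some replicate under it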;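 also: myotubes were challenged with 10 µM simvastatin during compound exposure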
XiGFP reactiv: reactivates the inactive X chromosome in mouse fibroblasts | XiGFP mouse fibroblasts, % GFP-positive cells imaging, 3 d; cells co-treated with 5-aza-dC sensitizer; scaled so ellipticine positive control = 100% | activation, % at 7.58 µM | hit rate 0.055% among 360,000;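 active = mean normalized replicate activation at least 10% and every replicate at or above 10%; inconclusive = only one of the two criteria met; inactive = mean below 10% and not all replicates reach 10%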;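 also: 0% = median of on-plate neutral control wells and 100% = ellipticine 6 µM median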
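Assay system – SV40-immortalized XiGFP fibroblast cells, line 68-5-11 · Buffer or medium – DMEM supplemented with 5-aza-dC as sensitizing agent · Dosing – one concentration, pinned · Benchmarks – positive control ellipticine, 6 µM final · Times – 3 days compound exposure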
Starred values were filed as active, the others as inactive; ? = inconclusive; / = no result given. Some of the compounds tested; count on the stated rates, not on these rows.

SMILES	Cneo AK release	PGC1a acetyl inh	ERAP1 inh	SIRT5 inh	S100A4 inh HTS	LGR2 antag	Statin myotox sup	XiGFP reactiv
COc1ccc(COCC(O)CN2CCCCC2)cc1OC (stereo not drawn)	-1	3	2	-3	-7	-7	-2	0.2
CCN(CC)S(=O)(=O)c1ccc(C(=O)NC(=S)N(CCC#N)Cc2cccnc2)cc1	7	8	-2	-2	21	4	4	0.1
COc1cc(/C=C(\C#N)c2nnc(N3CCOCC3)n2-c2ccccc2)ccc1O	/	0	0	-2	-7	-2	5	0.0
Cc1ccnc(N2CCC(C(=O)Nc3ccc4c(c3)OCCO4)CC2)n1	/	7	-4	-1	3	-19	/	0.0
O=C(NNc1ccccc1F)C1CCC1	/	4	/	/	-3	-4	/	0.1
O=C(NCc1nc(-c2ccccc2)no1)Nc1ccc(F)cc1	/	/	1	1	-2	11	/	0.3
O=C(C[C@H]1C[C@@H]2c3cc(NC(=O)NC4CCCCC4)ccc3O[C@@H]2[C@H](CO)O1)NC1CCCCC1	/	/	-1	3	4	4	/	-0.1
O=C(Nc1cc(Sc2ccccn2)cc([N+](=O)[O-])c1)c1cccc(Cl)c1	-1	-10	3	-7	10	35	/	-0.2
CN1C(=O)c2cc(NC(=O)C3CCCCC3)ccc2OC[C@@H]2O[C@H](CC(=O)NC3CCCC3)CC[C@H]21	-1	-2	/	-2	29	8	2	0.0
CN(C)S(=O)(=O)c1ccc(C(=O)OCC(=O)c2csc(N3CCCCC3)n2)cc1	-6	-3	-3	2	-2	-29	-2	-0.1
CCc1ccc(NC(=O)CN(CC(=O)Nc2ccc(CC)cc2)CC(C)O)cc1 (stereo not drawn)	3	10	-3	-1	-7	-19	5	0.4
O=C(OCC(=O)N1CCC(Cc2ccccc2)CC1)c1ccccc1	/	/	5	-4	28	-49	/	0.1

SMILES	Cneo AK release	PGC1a acetyl inh	ERAP1 inh	SIRT5 inh	S100A4 inh HTS	LGR2 antag	Statin myotox sup	XiGFP reactiv
CC(C)C[C@H]1CNC(=O)C(=O)N1C[C@@H]1CCCN1C[C@H](Cc1ccccc1)N1C[C@H](CC(C)C)N(CC2CCCCCC2)C(=O)C1=O	/	/	0	-3	-2	/	/	-0.1
CC(Sc1nnc(NC2CCCCC2)s1)C(=O)Nc1ccc2c(c1)C(=O)c1ccccc1C2=O (stereo not drawn)	-3	1	/	/	/	-32	/	0.0
COc1ccc2c3c([nH]c2c1)[C@@H](CO)N(C(C)=O)CC31CCN(C(=O)c2cccc(F)c2)CC1	/	-9	2	-1	-5	-21	/	0.5
COc1ccccc1CN1CCN(Cc2ccco2)CC1	3	2	-1	-4	-1	12	2	0.0
CCN(CCO)C(=O)CC1C(=O)NCCN1Cc1c(F)cccc1Cl (stereo not drawn)	-4	3	-3	5	-3	14	15	0.2
COC(=O)CN1C(=S)N(c2ccc(OC)cc2)C(=O)/C1=C/c1ccc(OC)cc1	/	/	7	1	4	24	/	0.0
Cc1c(CCC(=O)N[C@@H](C)C(=O)O)c(=O)oc2cc3occ(-c4ccccc4)c3cc12	3	-2	6	-15	0	15	8	0.0
COC(=O)C1=C(C)N(Cc2cccc(C(F)(F)F)c2)C(=NCc2ccc3c(c2)OCO3)NC1c1ccccc1 (stereo not drawn)	/	/	-3	/	-17	22	/	0.2
COc1ccc(S(=O)(=O)N2CCN(CC(=O)Nc3sccc3C(N)=O)CC2)cc1OC	1	-8	1	-3	0	-14	-10	0.6
C[C@H](CO)N1C[C@H](C)[C@H](CN(C)Cc2ccccc2)Oc2ccc(NS(=O)(=O)c3cccs3)cc2CC1=O	-4	-1	1	1	2	12	9	-0.1
CCOC(=O)C1CCN(c2c(NCc3ccc(N(C)C)cc3)c(=O)c2=O)CC1	-1	-14	/	4	-3	3	2	-0.1
Cc1ccc(CNc2oc(COc3ccccc3Cl)nc2C#N)cc1	1	-25	/	/	/	-2	-14	/

SMILES	Cneo AK release	PGC1a acetyl inh	ERAP1 inh	SIRT5 inh	S100A4 inh HTS	LGR2 antag	Statin myotox sup	XiGFP reactiv
CO[C@H]1CC[C@H]2CCOc3ccc(C#N)cc3C(=O)N(C)C[C@H](OC)[C@@H](C)C(=O)N(C)C[C@H]1O2	8	/	0	-4	7	-15	7	-0.1
COc1ccc(C(=O)Nc2ccccc2N2CCOCC2)cc1S(=O)(=O)N1CCCC1	1	5	0	-2	8	4	0	0.0
Cc1noc(NS(=O)(=O)c2ccc(NC(=O)C(C)(C)C)cc2)c1C	3	9	-1	-1	-4	3	7	0.1
COc1ccccc1NS(=O)(=O)c1cccc(NC(=O)c2[nH]c(C)c(C(C)=O)c2C)c1	/	-1	2	-3	3	9	2	-0.1
Cc1noc(C)c1S(=O)(=O)Nc1ccc2c(c1)C(=O)N([C@@H](C)CO)C[C@@H](C)[C@H](CN(C)C)OCCCC[C@@H](C)O2	3	3	2	6	6	6	/	0.2
CCc1nc2ccc(F)cc2c(C(=O)NC2CCCCC2C)c1C (stereo not drawn)	2	/	0	-4	1	6	-6	/
CC(=O)c1cccc(NC(=O)c2cc(C)no2)c1	0	-2	3	-6	-4	-20	9	0.0
COc1ccc(S(=O)(=O)Nc2cc3c4c(c2)CCN4C(=O)CC3)cc1C	/	/	2	3	4	-2	/	0.5
Cc1ccc(-c2nc3cccnc3s2)cc1NC(=O)C1c2ccccc2Oc2ccccc21	0	/	0	-6	-4	-16	2	1.0
CN(NC(=O)c1ccccc1)C1=NS(=O)(=O)c2ccccc21	/	?	-2	1	0	-4	/	0.0
CC(C)CC#Cc1cnc2c(c1)C(=O)N([C@H](C)CO)C[C@@H](C)[C@H](CN(C)Cc1cncnc1)O2	-8	-17	0	-1	12	-4	8	-0.7
O=Cc1ccnc(-c2ccc(OC(=O)c3ccco3)cc2)n1	/	-4	-3	-2	-1	11	/	0.3

SMILES	Cneo AK release	PGC1a acetyl inh	ERAP1 inh	SIRT5 inh	S100A4 inh HTS	LGR2 antag	Statin myotox sup	XiGFP reactiv
COc1ccccc1N1CCN(C(=O)COc2cccc(C)c2C)CC1	-2	-5	1	0	-2	-3	-5	0.0
Cc1ccc(S(=O)(=O)NCCC(=O)NCc2cccnc2)cc1	5	4	0	-1	2	17	-1	0.0
O=C(C1=C[C@@H](c2ccc3c(c2)Cc2ccccc2-3)C[C@@H](OCCCCO)O1)N1CCCCC1	7	-20	2	-2	1	/	/	/
CCCCCCN1C[C@H](O)[C@@H](n2cc(C3CC3)nn2)C[C@@H]1c1ccccc1	2	0	-5	0	43	-4	-5	0.3
CCOc1ccc(NC(=O)CN(C)C(=O)c2ccc(N3CCOCC3)c([N+](=O)[O-])c2)cc1OCC	3	/	-1	-2	3	-17	-3	0.1
Cc1ccc(S(=O)(=O)NCC(=O)OCC(=O)N2CCN(C(=O)c3ccco3)CC2)cc1C	2	4	1	9	-2	8	-7	0.3
CC1(Cc2ccc(F)cc2)C(=O)Nc2c(Cl)ccc(Cl)c21 (stereo not drawn)	-5	-16	4	-3	-18	16	22	0.1
O=C(COc1ccc(-n2ccnc2)cc1)Nc1cccc(F)c1	2	-8	-5	-2	-6	4	-6	-0.2
Cc1c(NC(=S)N/N=C/c2ccc([N+](=O)[O-])cc2O)c(=O)n(-c2ccccc2)n1C	/	19	5	/	10	-12	/	0.0
CC(C)NC(=O)Nc1ccc2c(c1)C(=O)N([C@H](C)CO)C[C@@H](C)[C@H](CN(C)S(=O)(=O)c1ccc(F)cc1)O2	-2	3	-5	-2	1	-9	-12	0.4
CN(C)CCO[C@@H](c1ccc(Cl)cc1)c1ccccn1	-2	-9	-1	13	-8	-13	-8	-0.1
Cc1ccc(C)c(OCCC(=O)Nc2ccc(S(=O)(=O)N3CCCC3)cc2)c1	-3	-2	-1	-1	-7	/	-9	0.2

Single entries from the list:
Cc1ccc(S(=O)(=O)NCC(=O)OCC(=O)N2CCN(C(=O)c3ccco3)CC2)cc1C – S100A4 inh HTS: -2
COc1ccccc1N1CCN(C(=O)COc2cccc(C)c2C)CC1 – Statin myotox sup: -5

Record cards (already shown).
`COc1ccccc1N1CCN(C(=O)COc2cccc(C)c2C)CC1` is listed with Cneo AK release: -2; PGC1a acetyl inh: -5; ERAP1 inh: 1; SIRT5 inh: 0; S100A4 inh HTS: -2; LGR2 antag: -3; Statin myotox sup: -5; XiGFP reactiv: 0.0
`Cc1ccc(S(=O)(=O)NCCC(=O)NCc2cccnc2)cc1` is listed with Cneo AK release: 5; PGC1a acetyl inh: 4; ERAP1 inh: 0; SIRT5 inh: -1; S100A4 inh HTS: 2; LGR2 antag: 17; Statin myotox sup: -1; XiGFP reactiv: 0.0

More records follow.
SMILES	Cneo AK release	PGC1a acetyl inh	ERAP1 inh	SIRT5 inh	S100A4 inh HTS	LGR2 antag	Statin myotox sup	XiGFP reactiv
O=C(NNC(=O)C1COc2ccccc2O1)c1cccc([N+](=O)[O-])c1 (stereo not drawn)	/	-10	-1	-3	8	-20	/	0.0
COc1ccccc1NC(=O)N1CC(=O)N2[C@@H](CO)[C@@H](c3ccc(C#CC4CC4)cc3)[C@@H]2C1	/	-2	0	0	2	-2	/	0.0
CC(CN1C(C)CCCC1C)OC(=O)c1ccccc1Br (stereo not drawn)	-2	/	-5	-2	-4	-2	2	0.0
CC(=O)CSc1ccc(C(=O)O)cn1	-3	-3	/	/	/	14	3	-0.1
COCCN(C(=S)Nc1ccccc1C)C(C)c1cccs1 (stereo not drawn)	4	/	-1	-3	1	3	-4	-0.1
C1CCc2c(nnc3c2-c2nonc2CC3)C1	/	/	-2	0	2	-18	/	/
C[C@H](CO)N1C[C@H](C)[C@H](CN(C)C(=O)NC2CCCCC2)Oc2ccc(NC(=O)C3CCCCC3)cc2CC1=O	-2	1	-4	-2	-2	8	9	0.3
C[C@H]1CN([C@@H](C)CO)C(=O)c2cc(C#Cc3ccncc3)cnc2O[C@H]1CN(C)CC1CCCC1	/	4	/	-10	6	4	/	-0.1
COC(=O)c1ccc(Nc2nc(-c3ccncc3)nc3ccccc23)cc1	0	4	-2	-4	-6	-13	1	0.1
C=CCOC(=O)C1=C(C)NC(C)=C(C(=O)OCC=C)C1c1cn(-c2ccccc2)nc1-c1ccco1	/	/	1	-2	3	0	/	0.4
COC(=O)[C@H]1[C@H](CO)[C@H]2Cn3c(ccc(-c4ccncc4)c3=O)[C@H]2N1Cc1ccccc1F	-2	0	30*	-3	8	2	6	0.0
